# Pf Dd2 inh = inhibitors of Plasmodium falciparum Dd2 growth | P. falciparum Dd2 growth, SYBR Green, 72 h | Potency, µM (doses to about 28.9 µM), for the others: at the highest dose activity, negative = inhibition, most hits filed as inhibitors | hit rate 4.3% among 120,000 | AID 1347417; active means well fitted inhibition curve with a large enough effect; inconclusive means small, poorly fitted or top-dose-only effect; inactive means no such curve, though single readings can be large or run the other way;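 further: plate controls were DMSO vehicle for no effect and reference drug for full effect; nearly all actives have a fitted effect of over 65% in size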
#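 Infected erythrocytes (Dd2, 0.3% parasitemia, 2.5% hematocrit final) are added to compound in RPMI-1640/Albumax II medium, grown 72 h at 37C in low oxygen, then lysed with saponin/Triton-X containing SYBR Green and read by fluorescence.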
# * marks the source's active call; other numbers are inactive results; i = inactive; ? = inconclusive; [ ] = dose if it differs, or a comment. Potency means the concentration at half of the fitted maximal effect. An excerpt; count on the stated rates, not on these rows.
cpd	SMILES	Pf Dd2 inh
1	COc1ccccc1CN1CC[C@H](CNC(=O)C2CC2)[C@H](N(C)C)C1	i
2	Cc1noc(CC2CCOC3(CCN(C(=O)c4ccc(C#N)cc4)CC3)C2)n1 (stereo not given)	-9%
3	CCSc1nnc(NC(=O)c2cccn(Cc3ccccc3Cl)c2=O)s1	33%[activator]
4	C=CCNC(=O)N[C@H]1CCN(C(=O)CC(C)(C)C)[C@@H]1C(=O)N[C@@H](C(=O)OC)C(C)C	-19%[44.1 µM]
5	CC(C)Cn1c(=O)c2sccc2n2c(CCCC(=O)Nc3ccc(Cl)cc3)nnc12	?
6	CN1CCC(N2CCOC[C@H]2c2ncc(C(C)(C)C)[nH]2)CC1	9%[44.1 µM]
7	Cc1ccc(CNC(=O)c2ccc(NC(=O)c3cc4c(=O)[nH]c(C)cn4n3)cc2)cc1	4µM*
8	Cc1ccccc1Nc1n[nH]c(C(O)c2cccc(C(F)(F)F)c2)n1 (stereo not given)	i
9	CCOC(=O)CCNC(=O)N1c2ccccc2CC1c1nc(C(C)C)no1 (stereo not given)	?
10	CCCCC(=O)Nc1ccc(OCc2cc(=O)n3ccc(C)cc3n2)cc1	-15%
11	Cc1nc(-c2cccc(Cl)c2)n(Cc2ccc(F)c(F)c2)c(=O)c1CCO	?
12	O=C(COc1ccccc1)N1CCC(n2cc(-c3nc(-c4ccccc4)no3)nn2)CC1	?
13	CN1C(=O)CC(C(=O)O)C12CCN(Cc1cnn(C)c1)CC2 (stereo not given)	-2%
14	COc1ccc(CN2CC3(CCN(C(=O)c4ccc(OC)c(F)c4)CC3)C2=O)cc1	-25%
15	Cc1cccc(CN(CCN2CCCCC2)CC2CCCN(C3CCCC3)C2)n1 (stereo not given)	-1%
16	COCCCNC(=O)CCCn1c(=O)c2cccn2c2ccccc21	-15%
17	O=C(Nc1nc2ccc(F)cc2s1)c1nc(S(=O)(=O)Cc2ccccc2)ncc1Cl	4%
18	Cc1ccc2c(=O)cc(C(=O)Nc3sc4c(c3C(=O)NCc3ccco3)CCC4)oc2c1C	38%[activator]
19	O=C(Cc1c[nH]c2ncc(-c3ccccc3)cc12)Nc1cccnc1	-29%[44.1 µM]
20	CC(=O)NCCCC(=O)N1CCC2(CC1)CN(C(C)=O)Cc1ccccc1O2	14%
21	CCc1nc2c(c(-c3ccc(Cl)cc3)n1)CN(C(=O)Nc1ccccc1)CC2	11µM*
22	COc1cc(-c2noc(-c3cc4cccc(C)c4oc3=O)n2)cc(OC)c1OC	12%
23	CC(C)(O)c1cc(CC2(NCc3cnc4ccccc4c3)COC2)no1	-23%[44.1 µM]
24	CCn1c(=O)c2sccc2n2c(CCC(=O)NCc3ccc(Cl)cc3)nnc12	?
25	O=C(c1ccccc1OCC1CCCN(Cc2ccc3[nH]ccc3c2)C1)N1CCCC1 (stereo not given)	i
26	COc1ccc(N2CC(c3noc(-c4ccccc4OC)n3)CC2=O)cc1 (stereo not given)	-5%
27	O=C(O)c1ccc(CN2CCOC[C@H]2c2ncc(-c3cccnc3)[nH]2)cc1	16%[44.1 µM]
28	COc1ccc(CNC(=O)c2ccc(N3CCCC3)c(NC(=O)NCc3ccc(C)cc3)c2)cc1	19%
29	CCn1c(C2CCN(C(=O)CC34CC5CC(CC(C5)C3)C4)CC2)n[nH]c1=O	-11%
30	CCN(C(=O)c1cn(CC)c(=O)c2cc(OC)c(OC)cc12)c1ccccc1F	?
31	CCOC(=O)C1CCCN(C(=O)c2coc(COc3cccc(F)c3F)n2)C1 (stereo not given)	-11%
32	COCCn1ncc(N2CCCC(CC(=O)NC3CCCCC3)C2)cc1=O (stereo not given)	-16%
33	CCOc1ccccc1NC(=O)c1c(NC(=O)Cc2ccc(OC)cc2)sc2c1CCC2	?
34	COc1ccc(NC(=O)Cn2nc3c(cc2=O)CCCCC3)cn1	-19%
35	COc1cccc(NC(=O)N[C@H]2CCN3C(=O)[C@@H](Cc4ccccc4)NC(=O)[C@H]23)c1	7%[44.1 µM]
36	COC(=O)[C@H](NC(=O)[C@@H]1C[C@@H](NS(=O)(=O)c2cccc(C(F)(F)F)c2)CCN1C(=O)CCC(=O)O)C(C)C	-1%
37	O=C1NC2(CCN(C(=O)c3ccccc3)C2)COc2ccccc21 (stereo not given)	-13%[44.1 µM]
38	CC(=O)c1cccc(NC(=O)O[C@@H]2CO[C@H]3[C@@H]2OC[C@@H]3NC(=O)Nc2ccccc2)c1	-22%[44.1 µM]
39	CCc1cccc(NC(=O)N2CCC(Oc3ncccc3C(=O)N3CCOCC3)C2)c1 (stereo not given)	7%
40	C=CCNC(=O)C[C@@H]1CCN(C(=O)c2cccnc2)C[C@@H]1CC	-3%[44.1 µM]
41	Cc1onc(-c2ccc(F)cc2F)c1C(=O)Nc1cccc(C(F)(F)F)c1	?
42	CSc1nnc(NC(=O)c2cc(=O)c3cc(C)c(C)cc3o2)s1	i
43	Cc1ccc(-c2cnc([C@@H]3COCCN3Cc3cn(C)c4ccccc34)[nH]2)cc1	i
44	COc1ccc(CNC(=O)Nc2cn(CC(C)C)c(=O)c3ccccc23)c(OC)c1	i
45	CCCc1noc(-c2ccn3c(CNC(=O)c4ccco4)nnc3c2)n1	i
46	CC(C)CCNC(=O)c1ccc2c(c1)NC(=O)C(C(C)C)N2 (stereo not given)	19%
47	O=S(=O)(Cc1ccccc1)NC[C@H]1COCc2nc3ccccc3n21	-20%[44.1 µM]
48	CCn1ncc(C(=O)N2CCCn3ccnc3C2c2ccccc2)c1C (stereo not given)	-23%
49	CC(=O)c1[nH]c(C)c(C(=O)N2CCC3(CC2)[C@H](O)C[C@@H]3OCCO)c1C	24%
50	Cc1ccc(-n2nc3c(=O)n(C(C)C(=O)NCc4ccc(OC(C)C)cc4)nc(C)c3c2C)cc1 (stereo not given)	?
51	CS(=O)(=O)c1ccc(CC(=O)N2CCc3n[nH]c(=O)n3CC2)cc1	43%[activator]
52	COCC(=O)NC1CCC12CCN(C(=O)c1cccs1)CC2 (stereo not given)	-13%
53	O=C1c2ccccc2CN1C1CCN(Cc2cccnc2)CC1	22%
54	CCN(c1ccc(C)cc1)S(=O)(=O)c1nnc(NC(=O)C2CCCCC2)s1	-12%
55	Cn1cc(CNC(=O)C[C@@H]2C[C@H]3O[C@H](CNC(=O)Nc4ccc(F)cc4)[C@@H](O)[C@H]3O2)cn1	23%
56	Cc1ccc(C(=O)N2CCC3(CNc4ccccc4[S+](=O)([O-])N3)C2)cc1 (stereo not given)	i

# New compounds follow.
cpd	SMILES	Pf Dd2 inh
57	Cc1ccc(C(=O)Nc2ccc(-c3nc4ccccc4s3)cc2C)cc1C	-22%
58	CC(C)n1nc(OC(C)(C)C(=O)NCCc2cccnc2)c2cc(CN3CCOCC3)ccc21	?
59	COc1ccc(OCC(=O)N2CCC(Cc3nc(-c4ccc(F)cc4)no3)CC2)cc1	i
60	Cc1ccc(N2CC(c3nc(-c4ccc(Cl)cc4)no3)CC2=O)cc1F (stereo not given)	66%[activator]
61	CCc1ccc(NC(=O)CSC2=Nc3ccccc3C3=NC(CC(=O)NCc4ccc5c(c4)OCO5)C(=O)N23)cc1 (stereo not given)	?
62	O=C1CCCCC(CNC(=O)C2(c3ccccc3)CC2)N1 (stereo not given)	8%
63	CN1CC(=O)N(c2ccccc2F)Cc2c(NCCc3ccccc3)ncnc21	i
64	COc1ccc(C)cc1NC(=O)N1CCC(CN2CCOCC2)CC1	93%[activator]
65	Cc1c(C(=O)NC2CC(c3nnc(CO)n3C3CC3)C2)n(C)c2c(C)cccc12 (stereo not given)	i
66	CCN(CC)c1ccc(-c2nc(-c3ccco3)no2)cc1[N+](=O)[O-]	?
67	OC[C@@H]1O[C@H](CNCc2cccc(Cl)c2)[C@H](N2CCOCC2)[C@@H]1O	?
68	CCOC(=O)CC(NC(=O)CCc1c(C)nc2c(-c3ccccc3)c(C)nn2c1C)c1ccc(OC(C)C)cc1 (stereo not given)	i
69	COCC(=O)N1CCC(Oc2ccccc2C(=O)N2CCN(c3ccccn3)CC2)CC1	-3%
70	CN(C1CCOCC1)C1CCc2nn(C)c(=O)n2CC1 (stereo not given)	19%
71	O=C(NCCc1c[nH]c2ccccc12)c1coc(COc2ccc3c(c2)OCO3)n1	-9%
72	CN(C)[S+](=O)([O-])c1ccc2c(c1)OCCN(Cc1ccncc1F)C2	-5%[44.1 µM]
73	Cn1cc(-c2ccc(F)cc2)cc1C(=O)O	-9%
74	Cc1ccccc1OCC(=O)Nc1ccc2oc(-c3ccc(F)cc3)nc2c1	18%
75	O=C([C@@H]1C[C@H](Oc2ccccc2)CN1C(=O)c1ccccn1)N1CCCC1	-2%
76	O=c1c2c(CO)c(-c3ccc(F)cc3)nn2ccn1Cc1ccc(Br)cc1	8.9µM*
77	COCCNC(=O)[C@@H]1C[C@H](Oc2ccccc2)CN1C(=O)COc1ccccc1	6%
78	COc1ccc(C)cc1NC(=O)CN(c1ccccc1)S(=O)(=O)N(C)C	-10%
79	COCC(=O)N[C@H]1CCN2C(=O)N(c3ccc(C)cc3)C(=O)[C@@H]2C1	-28%[44.1 µM]
80	C[S+](=O)([O-])N1CC2(Cc3ccccc31)CN(C(=O)c1ccc(C(F)(F)F)cc1)C2	i
81	Cc1ccc(Cl)cc1N1CCN(C2(c3ccccc3)C(=O)c3ccccc3C2=O)CC1	?
82	N#Cc1ccc(CN2CCC3(CC2)C(=O)Nc2ccccc23)cc1	?
83	OCC1(Cc2ccccc2)CCN(Cc2ccccc2-c2ccco2)CC1	8.9µM*
84	Cc1ccc(NC(=O)c2ccc3c(O)c(S(=O)(=O)c4ccc(Cl)cc4)c(=O)[nH]c3c2)cc1	-5%
85	COCCCNC(=O)c1ccc2c(c1)N(Cc1ccccc1)C(=O)c1ccccc1S2	-15%
86	CCCCNC(=O)CC1N=C2c3ccccc3N=C(SCC(=O)NCc3ccccc3Cl)N2C1=O (stereo not given)	10µM*
87	O=C(c1cccnc1)N1CCC2(COc3ncccc3[S+](=O)([O-])N2)C1 (stereo not given)	9%
88	Cc1cccn2c(=O)cc(CSc3nnc(NC(=O)C(C)C)s3)nc12	17%
89	CC1=C[C@@H](CN2CCC(O)CC2)[C@H](C(C)C)C[C@H]1Cc1nnc(C(C)(C)C)o1	10µM*
90	CC(C)N1CCN(C(=O)c2cc3c(n2C)CCN(Cc2ccc(F)cc2)C3)CC1	i
91	Cc1cccc(C(=O)Nc2ccc(N3CCC(N4CCCCC4)CC3)c(C(=O)O)c2)c1	13%[5.79 µM]
92	Cc1cccc(NC(=O)CCS(=O)(=O)c2cc(Br)cc3c2N(C(=O)C2CC2)CC3)c1C	?
93	COc1ccccc1NC(=O)CN1C(=O)C2(SCC(=O)N2c2ccc(C)c(C)c2)c2ccccc21 (stereo not given)	10µM*
94	O=C(NCCc1ccccn1)C1CCCN(c2nc(-c3ccccc3)nc3c2CCC3)C1 (stereo not given)	-2%
95	COc1cccc(NC(=O)C(CCSC)NC(=O)C2CCC(C)CC2)c1 (stereo not given)	13%
96	Cn1cnc(S(=O)(=O)N2CCCC(C(=O)Nc3ccc(F)cc3Cl)C2)c1 (stereo not given)	9%
97	COc1ccc(S(=O)(=O)N[C@H]2C[C@@H](c3nc(-c4ccc5c(c4)OCO5)no3)N(C)C2)cc1	-19%
98	Cc1nc(CCC(=O)N2CCc3c(nc(-c4ccccc4)[nH]c3=O)C2)n[nH]1	4%
99	COc1ccc(CC(=O)NC2CCc3nnc(C)n3CC2)cc1Cl (stereo not given)	13%
100	C#CCNC(=O)c1onc(-c2ccc(OC)cc2)c1[C@H](C)O	-8%[44.1 µM]
101	COc1ccc(CN2CCC([C@@H]3CNC[C@H]3CO)CC2)cc1Cn1ccnc1	14%
102	Cc1ccc(C(=O)N2CCCN(S(C)(=O)=O)c3ccccc32)c(C)c1	-21%
103	COc1cccc(C(=O)Nc2ccc(Cl)c(-c3nc4ccccc4[nH]3)c2)c1	?
104	COc1ccc(-c2noc([C@@H](C)NCC3CCCC3)c2C(=O)O)cc1	9%[44.1 µM]
105	O=C(c1ccccc1Cl)N1CCC(c2nn(-c3ccccc3)c(=O)[nH]2)CC1	?
106	O=C(O)C1CCc2nnc(C3CCCN([S+](=O)([O-])c4cccc(C(F)(F)F)c4)C3)n21 (stereo not given)	1%
107	Cc1cccc(C(=O)Nc2ccccc2SCc2cc(=O)c3cccc(C)c3[nH]2)c1	25%
108	CN1C(=O)CCC2(CNC(=O)c3ccsc3)CCC=C12 (stereo not given)	10%
109	COc1ccc(N2CC3CCC(C2)N3Cc2cccc(-c3ccc(F)cc3F)c2)cc1	-1%
110	CCOc1cccc(CNCCCSc2nnnn2C)c1	-4%
111	CCCCNC(=O)C1CCCN(S(=O)(=O)CCC)C1 (stereo not given)	21%
112	CCOc1ccc(NC(=O)Cc2ccc(-n3c(C)nc4cccnc43)cc2)cc1	5%
113	O=C(Cc1ccccc1)Nc1ccc([C@@H](O)[C@H]2COCC(=O)N2CC2CC2)cc1	?

# High-throughput results (PubChem BioAssay)
